APE1 inh: inhibitors of human APE1 endonuclease; P27695; recombinant APE1, TAMRA/BHQ-2 abasic DNA cleavage fluorescence; Potency, µM (highest dose often 65.8 µM), inactives show top-dose activity change, negative = inhibition, most hits filed as inhibitors; 0.35% of 350,000 active;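 note: plate controls were vehicle for no effect and reference inhibitor for full effect; nearly all actives have a fitted effect of over 55% in size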
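Readout is kinetic fluorescence (ex 525, em 598 nm) from cleavage of 50 nM TAMRA/BHQ-2 THF abasic duplex by 0.75 nM APE1, compound added 15 min beforehand at RT.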
Pol eta inh: inhibitors of human DNA polymerase eta; Q9Y253; recombinant Pol eta, fluorescent DNA replication assay; Potency, µM (titrated, usually from 114 µM), for inactives: at the top dose activity change, negative = inhibition, actives largely listed as inhibitors; 1.2% of 390,000 active; AID 588591; note: % is set by controls: 0 for no effect and ±100 for the full control effect
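Fluorescent replication assay: 50 nM final substrate added after a 15 min room-temperature compound preincubation with 10 nM enzyme. Signal taken at 0 min and again at 10 min.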
G9a inh: inhibitors of human histone lysine methyltransferase G9a; AID 504332; Potency, µM (doses to about 102 µM), without a hit: at the top dose activity, negative = inhibition, hits mostly inhibitors; Q96KQ7; G9a H3K9 monomethylation, AlphaScreen, 2 h; 8.8% of 350,000 active; note: % is set by controls: 0 for no effect and ±100 for the full control effect; nearly all actives have a fitted effect of over 75% in size
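Quantitative HTS format: methyltransferase activity on a biotin-tagged H3K9 peptide is measured by AlphaScreen, using a rabbit anti-monomethyl-H3K9 antibody with streptavidin donor and anti-IgG acceptor beads. Final levels are 20 nM enzyme, 500 nM peptide, 20 uM SAM; 2 h RT.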
BLM helicase inh: inhibitors of human Bloom syndrome helicase BLM; P54132; recombinant BLM DNA unwinding, fluorescence dequenching; Potency, µM (titrated, usually from 56.1 µM), for inactives: at the top dose activity change, negative = inhibition, hits mostly inhibitors; 0.2% of 350,000 active; AID 2528;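 note: plate controls were vehicle for no effect and no enzyme for full effect; nearly all actives have a fitted effect of over 35% in size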
POLB inh: DNA polymerase beta (human) inhibition; P06746; Pol beta primer extension/strand displacement, fluorescence kinetic; Potency, µM (highest dose often 114 µM), without a hit: top-dose activity change, negative = inhibition, usual class: inhibitors; 1.3% of 340,000 active; note: % is set by controls: 0 for no effect and ±100 for the full control effect
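Enzyme-only controls used 10 nM Pol beta; buffer lacking enzyme served as negative control. Compound preincubated 15 min, then 50 nM substrate added; 0 and 10 min reads at room temperature.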
JMJD2A Tudor inh: blocks the human JMJD2A Tudor domain | AlphaScreen JMJD2A-Tudor / H3K4me3 peptide binding | Potency, µM (series often up to 114 µM), for the others: at the highest dose activity change, negative = inhibition, hits mostly inhibitors | 4.4% of 390,000 active | AID 504339; note: % is set by controls: 0 for no effect and ±100 for the full control effect; nearly all actives have a fitted effect of over 50% in size
POLK inh: inhibitors of human DNA polymerase kappa | purified Pol kappa, fluorescent DNA synthesis assay, 10 min | 0.53% of 400,000 active | Potency, µM (titrated, usually from 107 µM), for inactives: top-dose activity, negative = inhibition, usual class: inhibitors; note: % is set by controls: 0 for no effect and ±100 for the full control effect
Target sequence (Q9UBT6 whole entry, looked up): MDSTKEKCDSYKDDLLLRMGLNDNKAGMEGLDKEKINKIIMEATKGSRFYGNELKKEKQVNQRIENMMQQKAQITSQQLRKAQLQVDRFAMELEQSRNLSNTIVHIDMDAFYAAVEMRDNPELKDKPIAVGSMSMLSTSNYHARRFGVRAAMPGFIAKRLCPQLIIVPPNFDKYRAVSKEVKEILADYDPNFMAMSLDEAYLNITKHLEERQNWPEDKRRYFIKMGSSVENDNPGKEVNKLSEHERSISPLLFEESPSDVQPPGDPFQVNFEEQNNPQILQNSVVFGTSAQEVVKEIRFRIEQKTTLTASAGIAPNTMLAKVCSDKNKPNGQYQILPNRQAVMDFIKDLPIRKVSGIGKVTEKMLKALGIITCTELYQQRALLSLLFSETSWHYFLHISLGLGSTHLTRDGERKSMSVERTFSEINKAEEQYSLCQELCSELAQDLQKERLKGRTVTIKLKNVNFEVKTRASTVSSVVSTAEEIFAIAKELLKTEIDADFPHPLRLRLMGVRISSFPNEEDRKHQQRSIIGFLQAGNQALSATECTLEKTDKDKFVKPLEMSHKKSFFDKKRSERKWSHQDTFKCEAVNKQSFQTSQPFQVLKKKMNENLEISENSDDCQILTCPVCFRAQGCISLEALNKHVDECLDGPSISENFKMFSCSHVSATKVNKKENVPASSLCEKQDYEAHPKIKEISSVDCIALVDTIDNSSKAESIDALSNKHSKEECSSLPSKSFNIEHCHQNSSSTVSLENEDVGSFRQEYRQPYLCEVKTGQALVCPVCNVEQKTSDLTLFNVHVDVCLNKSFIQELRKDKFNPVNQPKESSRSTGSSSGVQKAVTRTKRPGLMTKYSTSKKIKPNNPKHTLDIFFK
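Fluorescent qHTS in 1536-well format: enzyme (10 nM) and compound sat 15 min at room temperature before 50 nM substrate (final) was added. Signal taken at 0 and 10 min; no-enzyme buffer wells were negative controls.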
BAZ2B block: blocks human BAZ2B; AlphaScreen BAZ2B-H3K14Ac peptide displacement; 4.4% of 360,000 active; Potency, µM (highest dose often 114 µM), for inactives: top-dose activity change, negative = inhibition, usual class: inhibitors; AID 504333; note: % is set by controls: 0 for no effect and ±100 for the full control effect; nearly all actives have a fitted effect of over 60% in size
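Protein-peptide AlphaScreen: BAZ2B 50 nM, b-H3K14Ac 50 nM, 1x PBS pH 7.4 + 0.01% Tween-20. Preincubation 30 min RT; cpd 30 min RT (top 110 uM); beads 20 min RT, light-protected.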
POLI inh: blocks human DNA polymerase iota activity. Q9UNA4. Pol iota fluorescent replication assay, 10 min. Potency, µM (top dose mostly 115 µM), for inactives: top-dose activity, negative = inhibition, usual class: inhibitors. 1% of 390,000 active. AID 588590
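Pol iota at 10 nM preincubated 15 min with compounds at room temperature; reaction started with fluorescent substrate, 50 nM final. Fluorescence read kinetically at 0 and 10 min; buffer-only wells as negative control.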
An asterisk follows results filed as active; ? = inconclusive; / = no result given; [ ] = another dose, or the depositor's remark. Calls come from the whole dose curve; as a rule, active = well fitted curve in the direction sought with a large enough effect; inconclusive = small, poorly fitted or top-dose-only effect, or another doubt; inactive = no such curve, though single readings can be large; an effect the other way counts as inactive or inconclusive. Potency is the fitted concentration of half-maximal effect. Only part of the results is shown; the hit share may differ from the screen's.

SMILES | APE1 inh | Pol eta inh | G9a inh | BLM helicase inh | POLB inh | JMJD2A Tudor inh | POLK inh | BAZ2B block | POLI inh
CCC(Oc1ccc(C)cc1)C(=O)Nc1ccc(S(=O)(=O)Nc2nccs2)cc1 (stereo not given) | 18% | 0% | ? | -4% | ? | -27% | -11% | -30% | 95%[activator]
CCCC(=O)C1=C(N2CCCC2)CC(C)(C)C(C(=O)OC)C1=O (stereo not given) | 2% | -9% | / | -1% | 10% | -10% | -7% | 3% | 30%[activator]
Nc1nnnn1/N=C/c1ccccc1O | / | -3% | / | / | / | -10% | -1% | / | -12%[58.9 µM]
COc1cccc(C2/C(=C(/O)c3ccc(C)cc3)C(=O)C(=O)N2Cc2ccco2)c1 (stereo not given) | 0% | -10% | -12%[59 µM] | 2% | 16% | -6% | -9% | -37% | 20%
O=C(c1oc(=O)c2ccccc2c1-c1ccccc1)N1CCOCC1 | -2% | -11% | 33%[0.501 µM] | 0% | 12% | 0%[11.4 µM] | -11% | -4%[57.1 µM] | -8%
O=C(Cc1ccccc1)Nc1ccccc1Sc1ccccc1 | 7% | -17% | 154%[activator][59 µM] | -13% | 16% | 150%[activator] | -12% | 250%[activator] | 8%
Cc1cc(C(=O)CN2C(=O)NC3(CCCCC3)C2=O)c(C)n1-c1ccc2c(c1)OCO2 | 3% | -14% | 12%[59 µM] | -3% | 4% | 56µM* | -5% | ? | 151%[activator]
O=C(NCCCN1CCCC1=O)Nc1ccc(Cl)cc1 | / | -17% | / | / | / | -6% | 0% | / | 22%
COc1ccc(S(=O)(=O)N2CC(C(=O)O)Oc3ccc(CC(=O)O)cc32)cc1 (stereo not given) | -10% | -10% | 4%[59 µM] | 0% | 1% | -28% | -1% | 4% | 7%
CN(C1=NS(=O)(=O)c2ccccc21)c1ccc(OC(=O)c2ccncc2)cc1 | -1% | 1% | 7% | -4% | -8% | -13% | -6% | -9% | -10%
CCCC(C(=O)Nc1nccs1)c1ccccc1 (stereo not given) | -3% | -26% | 9% | -4% | 12% | 16% | -14% | -6% | -17%
CCn1c(CNC(=O)c2ccc(OC)cc2)nnc1SCC(=O)Nc1ccc(F)cc1 | / | -14% | 6%[59 µM] | 1% | -1% | -3% | -5% | -3% | 14%
COc1cccc(S(=O)(=O)Nc2ccc(C(=O)N3CCN(C(=O)c4ccco4)CC3)cc2)c1 | 11% | -21% | -15%[59 µM] | -9% | 4% | 0% | -5% | 13% | 30%
COc1ccc(NC(=O)CSc2nnc(NC(=O)c3ccco3)s2)cc1 | -3% | 3% | -17% | -3% | -10% | -15% | 9% | -18% | 20%
COc1ccc(/C=N\NC(=O)c2ccccc2Br)cc1COc1ccccc1 | 7% | -19% | 61%[activator] | 0% | 17% | ? | 9% | -14% | 8%
COc1ccc(C2(O)CCN(CC(=O)Nc3nccs3)CC2)c(OC)c1 | 4% | -16% | -7%[59 µM] | 2% | -6% | -6% | -4% | -36% | 15%
C=C1CCC[C@]2(C)C[C@H]3OC(=O)C(CNC(C)CC)[C@H]3CC12 (stereo not given in full) | 22% | -8% | 7% | -4% | 18% | -4% | -7% | 0% | -22%
CC1CCN(S(=O)(=O)c2cccc(C(=O)N3CCN(c4ccc(F)cc4)CC3)c2)CC1 | 56%[activator] | -25% | -3% | -17% | -11% | -23% | -2% | -2% | -2%
CCc1ccc(-c2cc(-c3n[nH]c(=S)n3CC)c3ccccc3n2)cc1 | -3% | / | ? | -6% | 0% | / | / | ? | /
Cc1ccnc(NC(=O)CC(NC(=O)c2ccccc2Cl)c2ccccc2)c1 (stereo not given) | 15% | -19% | -29% | / | / | -14% | -12% | 7% | -3%
COCCNC(=O)c1onc(CSc2ccccc2C)c1C(=O)O | 8% | -7% | 29%[0.501 µM] | 0% | 32% | -11% | -6% | -7% | ?
CCCCC(CC)CNC(=O)C(=O)C1C(=O)Nc2ccccc21 (stereo not given) | -3% | -15% | 45µM* | 1% | 0% | -16% | 2% | 10% | -13%
Cc1ccc(C(=O)Nc2ccc3c(c2)CCC3)cc1 | 3% | -21% | 8% | -5% | 7% | 14% | -4%[60.1 µM] | 8% | -19%
Cc1ccc(NC(=O)C2CCN(S(=O)(=O)c3cccc(C(F)(F)F)c3)CC2)nc1 | 49%[activator] | -12% | 3%[59 µM] | / | / | -14% | 1% | 3% | 9%
Cc1c(Cl)cnc(NC(=O)COC(=O)c2cccc(S(=O)(=O)N3c4ccccc4CC3C)c2)c1Cl (stereo not given) | ? | ? | ? | -11% | ? | ? | -22% | -30% | -14%
CCCC(=O)N1CCN(c2ccc(NC(=O)c3sc4ccccc4c3Cl)cc2)CC1 | 2% | ? | -1% | -10% | 22% | -2% | 4% | 1% | 11%
O=C(NCCc1ccccc1)c1ncn[nH]1 | ? | -11% | -3% | -6% | -1% | -16% | -3% | 8% | 4%[58.9 µM]
CC(=O)N(CN1C(=O)c2ccccc2C1=O)c1ccc2c(c1)oc1ccccc12 | -1% | -4% | 18%[59 µM] | 6% | 6% | -31% | -6% | -8% | 43%[activator]
O=C1NC(=O)c2cc(Br)cc3cccc1c23 | -1% | 7% | 9% | 2% | 82% | -2%[11.4 µM] | -7% | / | 73%[activator]
Cc1ccc(NC(=O)/C(=C/C=C/c2ccccc2)NC(=O)c2ccccc2)cc1 | 0% | -17% | 10%[59 µM] | -2% | 22% | -15% | -15% | 3% | 9%
O=C(Nc1ccc2c(c1)CCC2)c1cccc(S(=O)(=O)Nc2ccccc2Cl)c1 | -6% | -8% | ? | -9% | 2% | -35% | -20% | -3% | 9%
CCN(CC)c1ccc2cc(C(N)=O)/c(=N\NC(=O)c3ccncc3)oc2c1 | -5% | ? | -44% | -8% | ? | -10% | ? | -31% | ?
COc1ccc(C(C(=O)NC2CCCC2)N(C(=O)c2ccco2)c2ccccc2C(C)=O)cc1OC (stereo not given) | 43% | -20% | -6% | -3% | 20% | -10% | 0% | -11% | 60%[activator]
O=Nc1c(O)n(Cc2cccc(C(F)(F)F)c2)c2ccccc12 | -2% | -25% | ? | -12% | 0% | -31% | -7% | ? | 62%[activator]
CSC1=NCCN1CCOc1ccccc1 | 4% | -12% | ? | 0% | 15% | -10% | 2% | -18% | 65%[activator]
O=[N+]([O-])c1cccc2ccc(/C=C/c3ccc(Cl)cc3)nc12 | -2% | -6% | 79µM* | -4% | -24%[57.1 µM] | ? | -9% | 57%[activator] | 5%

Reprinted from the part before: 3 entries; new compounds follow.
SMILES | APE1 inh | Pol eta inh | G9a inh | BLM helicase inh | POLB inh | JMJD2A Tudor inh | POLK inh | BAZ2B block | POLI inh
O=Nc1c(O)n(Cc2cccc(C(F)(F)F)c2)c2ccccc12 | -2% | -25% | ? | -12% | 0% | -31% | -7% | ? | 62%[activator]
CSC1=NCCN1CCOc1ccccc1 | 4% | -12% | ? | 0% | 15% | -10% | 2% | -18% | 65%[activator]
O=[N+]([O-])c1cccc2ccc(/C=C/c3ccc(Cl)cc3)nc12 | -2% | -6% | 79µM* | -4% | -24%[57.1 µM] | ? | -9% | 57%[activator] | 5%
O=C(O)CC1(CC(=O)Nc2ccc(Cl)cc2C(=O)c2ccccc2)CCCC1 | -1% | -13% | 24%[59 µM] | -3% | -1% | -2% | 1% | 1% | 25%
CC(=O)Nc1ccc(/C=C(\C#N)C(N)=O)cc1 | -4% | 2% | 16% | 7% | 1% | -1% | -12% | 7% | -19%
CCC(C)NC(=O)Cn1c(=O)n(-c2ccc(C)cc2)c(=O)c2ccccc21 (stereo not given) | / | 3% | -4%[59 µM] | -3% | -5% | -9% | -4% | -2% | 3%
Cn1c(NC(=O)C2CC2)cc(=O)n(C)c1=O | 7% | -12% | 8% | 0% | 31% | -6% | 4% | 44%[activator] | -6%
COc1ccccc1NC(=O)COc1coc(CN2CCN(c3ccccc3)CC2)cc1=O | 5% | 3% | -25% | / | / | -20% | -18% | -7% | -19%
CSc1n[nH]c(N)c1S(=O)(=O)c1ccc(Cl)cc1 | 60%[activator] | -14% | -1% | -1% | 1% | 2% | 12% | -17% | -16%
CCOC(=O)/C=C/c1cnn(-c2ccccc2)c1 | 3% | -12% | ? | -6% | 2% | 17% | -6% | -13% | -6%

Pulled one by one from the list above (4):
SMILES | APE1 inh | Pol eta inh | G9a inh | BLM helicase inh | POLB inh | JMJD2A Tudor inh | POLK inh | BAZ2B block | POLI inh
O=C(O)CC1(CC(=O)Nc2ccc(Cl)cc2C(=O)c2ccccc2)CCCC1 | -1% | -13% | 24%[59 µM] | -3% | -1% | -2% | 1% | 1% | 25%
COc1ccccc1NC(=O)COc1coc(CN2CCN(c3ccccc3)CC2)cc1=O | 5% | 3% | -25% | / | / | -20% | -18% | -7% | -19%
CCC(C)NC(=O)Cn1c(=O)n(-c2ccc(C)cc2)c(=O)c2ccccc21 (stereo not given) | / | 3% | -4%[59 µM] | -3% | -5% | -9% | -4% | -2% | 3%
CCOC(=O)/C=C/c1cnn(-c2ccccc2)c1 | 3% | -12% | ? | -6% | 2% | 17% | -6% | -13% | -6%
